CD40 NFkB inh = inhibitors of CD40-induced NF-kB signaling, primary screen, BL2 cells, luciferase reporter, single point | CD40L-induced, 4 h | inhibition, % at 10 µM | 0.94% of 83,000 active;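 active = mean inhibition of at least 50% with a set share of replicates also reaching that level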;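 also: 0% = neutral control wells and 100% = IKK inhibitor VII at 50 µM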
* hit, by the source's call; [ ] = dose if it differs, or a comment. These rows are one share of the data. The share of hits here may be higher or lower than overall.

SMILES	CD40 NFkB inh
CN(C)C(=O)c1cccc(-c2ccc3c(c2)[C@H]2[C@H](CCN2C(=O)c2ccccc2)[C@@H](CO)N3C)c1	-12[25 µM]
COc1cc2c(cc1OC)NC(=O)C2	5
CCC(C)(C)NC(=O)CN(CCc1cccc(C)c1)C(=O)c1csnn1	9
CC(=O)Nc1ccc(NC(=O)C(Cc2ccccc2)NC(=O)C2CCCCC2)cc1 (configuration not stated)	0
Cc1noc(NS(=O)(=O)c2ccc(NC(=O)c3cnc4n(c3=O)CCS4)cc2)c1C	7
CN1C(=O)c2cc(NC(=O)Nc3ccc(Cl)cc3)ccc2OC[C@@H]2O[C@@H](CC(=O)NCCN3CCCCC3)CC[C@H]21	4[25 µM]
CCOc1ccc(Oc2ccc(S(=O)(=O)N3CCOCC3)cc2N)cc1	10
COc1ccc(S(=O)(=O)N2CCOCC2)cc1NC(=O)C1CC1	-2
C[C@H]1CN([C@@H](C)CO)C(=O)CCCn2cc(nn2)CO[C@@H]1CN(C)C(=O)Nc1cccc(Oc2ccccn2)c1	5[25 µM]
O=C(NCCC1=CCCCC1)c1cnsn1	2
C[C@@H]1CN([C@@H](C)CO)C(=O)c2cc(NC(=O)CCC(F)(F)F)ccc2O[C@@H](C)CCCCO[C@H]1CN(C)C(=O)Nc1cccc2ccccc12	6
Cc1ccc2nc(-c3ccccn3)cc(C(=O)Nc3ccc4c(c3)OCO4)c2c1	1

3 compounds from above, sorted by length of the SMILES, largest number first.
SMILES	CD40 NFkB inh
C[C@@H]1CN([C@@H](C)CO)C(=O)c2cc(NC(=O)CCC(F)(F)F)ccc2O[C@@H](C)CCCCO[C@H]1CN(C)C(=O)Nc1cccc2ccccc12	6
CCC(C)(C)NC(=O)CN(CCc1cccc(C)c1)C(=O)c1csnn1	9
COc1ccc(S(=O)(=O)N2CCOCC2)cc1NC(=O)C1CC1	-2

Back to the main list, repeating the 2 entries before the break.
SMILES	CD40 NFkB inh
C[C@@H]1CN([C@@H](C)CO)C(=O)c2cc(NC(=O)CCC(F)(F)F)ccc2O[C@@H](C)CCCCO[C@H]1CN(C)C(=O)Nc1cccc2ccccc12	6
Cc1ccc2nc(-c3ccccn3)cc(C(=O)Nc3ccc4c(c3)OCO4)c2c1	1
Cc1ccc(C)c(C(=O)c2ccccc2NC(=O)c2ccccn2)c1	-13
CCc1nnc(NC(=O)c2cc(C)nc3ccccc23)s1	5
O=C(CN1C(=O)c2ccccc2S1(=O)=O)c1ccccc1	29
CCCCN(C(=O)C1CSC2(C)CCC(=O)N12)c1c(N)n(Cc2ccccc2)c(=O)[nH]c1=O (configuration not stated)	11
CC1(C)CC(=O)C/C(=N\NC(=O)C2CC23CCC3)C1 (configuration not stated)	4
O=C(c1ccco1)N1CCN(C(=O)c2ccc(Cn3cc(Br)cn3)o2)CC1	8
O=C(NCc1cccs1)C1CC(=O)N(Cc2ccccc2)C1 (configuration not stated)	5
CO[C@H]1CN(C)C(=O)c2cc(NC(=O)NC3CCCCC3)ccc2OC[C@H](C)NC[C@H]1C	-8
COc1ccc(CCc2ccc3cc(OC)ccc3n2)cc1	7
CCN1CC(CNCc2cn(-c3ccc(OC)cc3)nc2-c2ccccc2Cl)CC1=O (configuration not stated)	-3
CC(C)NC(=O)N1[C@H](C#N)[C@@H](c2ccc(C#CC3CCCCC3)cc2)[C@H]1CO	2
CC(C)C#Cc1ccc([C@@H]2[C@@H](C#N)N(C(=O)c3cccc(F)c3)[C@H]2CO)cc1	-5[25 µM]
Cc1ccc(NC(=O)CCc2nc3ccccc3c(=O)[nH]2)cc1S(=O)(=O)N1CCOCC1	7
CC(=O)c1ccc(N2CCN(C(=O)c3ccc4ccccc4n3)CC2)cc1	15
O=S(=O)(N=S(N1CCCCC1)N1CCCCC1)c1ccccc1	6
COc1ccc2nc(NC(=O)CSCC(=O)Nc3cc(C)on3)sc2c1	-43
CC(=O)NC(C)c1nc2ccccc2n1CC(=O)NC(C)CCc1ccccc1 (configuration not stated)	5
CCOC(=O)C1=C(COC(=O)Cc2ccc(OC)c(OC)c2)NC(=O)NC1C (configuration not stated)	5
COCC#Cc1ccc([C@H]2[C@H]3CN(C(=O)c4ccncc4)CC(=O)N3[C@H]2CO)cc1	-16[25 µM]
Cc1ccccc1OCC(O)CN (configuration not stated)	6
Cc1cc(-c2ccccc2)c2c3c(cn2n1)c(=O)n(C)c(=O)n3C	5
CCCCn1nc(C(=O)NC2CCCCC2)c2ccccc2c1=O	2
Cc1ccc(CN(C)C[C@@H]2OCc3cnnn3CCCC(=O)N([C@@H](C)CO)C[C@H]2C)cc1	0
CN(CC(=O)Nc1cccc(F)c1)CC(=O)N1CCCCC1	2
COc1cc([N+](=O)[O-])ccc1NC(=O)COC(=O)CCS(=O)(=O)c1ccc(C)cc1	4
Cc1ccn2cc(C(=O)Nc3ccccc3N3CCOCC3)nc2c1	-27
COc1cccc(-c2nn3c(-c4ccccn4)nnc3s2)c1	-14
COc1ccc([N+](=O)[O-])cc1N(CC(=O)N(C)C)S(C)(=O)=O	12
COc1ccccc1NC(=O)N1[C@H](C#N)[C@@H](c2ccccc2)[C@@H]1CO	1[25 µM]
C/C(CC(=O)Nc1ccccc1C(F)(F)F)=N\NC(=O)c1cnccn1	7
COc1ccc(NC(=O)Cn2cccc2)c(OC)c1	-8
Oc1c(N=NC(=S)Nc2ccccc2F)c2ccccc2n1Cc1ccc(Cl)cc1	17
CS(=O)(=O)N(Cc1ccccc1)c1ccc(C(=O)Nc2cccnc2)cc1	6
C[C@H](CO)N1C[C@H](C)[C@H](CN(C)Cc2ccc(-c3ccccc3)cc2)Oc2ccc(N(C)C)cc2CC1=O	10[25 µM]
Cc1nn(C)cc1[C@@H]1C[C@H]2CN(Cc3cccc(Cl)c3)C(=O)[C@]23CCCN13	10
COc1ccc(Cl)c2sc(NC(=O)C3=COCCO3)nc12	-4
CC(=O)c1cc2cccc(OC3(C)CCN(Cc4ccc5ccccc5c4)C3)c2o1 (configuration not stated)	-2
CCCCCCOC1(c2ccccc2)OC(=O)c2ccccc21 (configuration not stated)	2
C[C@@H]1CN([C@@H](C)CO)S(=O)(=O)c2ccc(C#CCC3CCCC3)cc2O[C@@H]1CN(C)C(=O)c1cnccn1	16[25 µM]
CCOc1ccc(OC(=O)c2cccc(S(=O)(=O)N3CCN(C)CC3)c2)cc1	2
O=C(Cc1cccnc1)N1[C@H](CO)[C@H](c2ccccc2)[C@H]1CNCC1CCC1	6[25 µM]
Fc1ccccc1CSc1nnc(Cn2cnc3ccccc32)n1-c1ccccc1	5
COC(=O)[C@@H]1[C@@H](CO)[C@@H]2Cn3c(ccc(-c4ccccc4)c3=O)[C@@H]2N1Cc1ccccn1	-13[25 µM]
CCS(=O)(=O)N1Cc2cc(C(=O)N(C)C)nc(-c3cccc(-c4ccc(C#N)cc4)c3)c2[C@H]1CCO	3[25 µM]
CCN(CC)S(=O)(=O)c1ccc2oc(Nc3ccc4c(c3)OCCO4)nc2c1	-26
CSc1nc2nccc(-c3ccc(-c4ccccc4)cc3)n2n1	-6
Nc1nn(-c2ccccc2)c2ccc([N+](=O)[O-])cc12	-31
COc1cccc(S(=O)(=O)N2C[C@H](O)COC[C@@H]3O[C@@H](CC(=O)NCCCN4CCOCC4)CC[C@H]32)c1	-10[25 µM]
COc1ccc(-c2nnc3n2-c2ccccc2SC3)cc1OC	-4
C[C@@H]1CCCCO[C@H](CN(C)C(=O)Nc2ccc(C(F)(F)F)cc2)[C@@H](C)CN([C@@H](C)CO)C(=O)c2cc(NS(=O)(=O)c3cn(C)cn3)ccc2O1	-25[25 µM]
Cc1cccc(NC(=O)c2ccc(C(=O)c3ccccc3)cc2)n1	-31
CCCCn1c(CCC(=O)O)nc2cc(S(=O)(=O)N(C)C)ccc21	1
Cc1cc(C)nc(Sc2ncnc(N)c2[N+](=O)[O-])n1	82*
COC(=O)c1ccc(-c2noc(CN(C)CC3CCCCO3)n2)cc1 (configuration not stated)	0
COC(=O)c1cc2ccccc2c([N+](=O)[O-])c1O	5
COc1ccc(CNC(=O)c2cnn3c(C(F)F)cc(C)nc23)cc1	6
COc1ccccc1C#Cc1ccc([C@@H]2[C@@H](CO)N(C(=O)C3CC3)[C@H]2C#N)cc1	2
O=C(COC(=O)/C=C/c1ccc(OC(F)F)cc1)NC1CCCCC1	0
Cc1nc2ccc(S(=O)(=O)NCC(=O)N3CCC(N4CCCCC4)CC3)cc2s1	4
COc1ccc(NC(=O)Nc2cccc3c2O[C@H](CN(C)C(=O)NC2CCCCC2)[C@H](C)CN([C@@H](C)CO)C3=O)cc1	5[25 µM]

Part of the list above, comma-delimited.
Molecule,CD40 NFkB inh
COc1ccc(NC(=O)Nc2cccc3c2O[C@H](CN(C)C(=O)NC2CCCCC2)[C@H](C)CN([C@@H](C)CO)C3=O)cc1,5[25 µM]
C[C@@H]1CCCCO[C@H](CN(C)C(=O)Nc2ccc(C(F)(F)F)cc2)[C@@H](C)CN([C@@H](C)CO)C(=O)c2cc(NS(=O)(=O)c3cn(C)cn3)ccc2O1,-25[25 µM]

The main list resumes with the two entries that preceded the break.
SMILES	CD40 NFkB inh
Cc1nc2ccc(S(=O)(=O)NCC(=O)N3CCC(N4CCCCC4)CC3)cc2s1	4
COc1ccc(NC(=O)Nc2cccc3c2O[C@H](CN(C)C(=O)NC2CCCCC2)[C@H](C)CN([C@@H](C)CO)C3=O)cc1	5[25 µM]
Cc1cc(C(=O)N/N=C/c2ccc([N+](=O)[O-])s2)c2ccccc2n1	9
CC(=O)c1ccc(NC(=S)NCC(c2ccco2)N2CCCC2)cc1 (configuration not stated)	2
O=C(COC(=O)c1cccs1)NCCc1ccc(F)cc1	-4
C/C(=N\N=C(c1ccccc1)c1ccccc1)c1cccs1	-38
O=C(OCC(=O)c1c[nH]c2ccccc12)c1cc(S(=O)(=O)N2CCOCC2)ccc1F	-13
Cc1cc(C(=O)Nc2ccon2)cs1	-12
COC(=O)CC1=NC(=O)CS1	10
CCOC(=O)C1=C(COC(=O)c2cccs2)NC(=O)NC1C (configuration not stated)	3
CCCNC(=O)C[C@H]1CC[C@H]2[C@@H](COC[C@@H](O)CN2Cc2ccncc2)O1	4[25 µM]
CC(C)(C)c1ccc(OCCC(=O)OCC(=O)NC2CCS(=O)(=O)C2)cc1 (configuration not stated)	-47
O=C(Cc1c(Cl)cccc1Cl)OCC(=O)c1ccc[nH]1	-14
Cc1cc(C)n2c(SCC(C)C)nnc2n1	-17
CCc1ccc(N(CC(=O)Nc2ccccc2C(=O)N2CCCC2)S(C)(=O)=O)cc1	6
COc1cccc(-c2ccc([C@@H]3[C@@H](CO)N4C(=O)CN(C(=O)c5cccnc5)C[C@H]34)cc2)c1	-7[25 µM]
CC(=O)Nc1cccc(-c2ccnc3c2CC(C)(C(=O)NCc2cccs2)O3)c1 (configuration not stated)	0
O=C(COC(=O)c1ccc(Cl)c(S(=O)(=O)N2CCCCCC2)c1)NCc1ccccc1	17
CN(CC(=O)N1CCOCC1)S(=O)(=O)c1ccc2ccccc2c1	15
O=C(Nc1cc(Cl)ncn1)c1ccccc1	-17
COc1ccc(-c2cc(C(F)(F)F)n3nc(C(=O)NCCN4CCOCC4)cc3n2)cc1	6
COc1ccc(CN(C)C(=O)CCN=C2NS(=O)(=O)c3ccccc32)c(OC)c1	0
CCc1cnc(N2[C@@H](C#N)[C@@H](c3ccc(C4=CCCCC4)cc3)[C@@H]2CO)s1	3[25 µM]
c1ccc2sc(NC3=NCN(C4CCCCC4)CN3)nc2c1	6
O=C(Nc1ccccc1)N1CCC(O)(c2cccc(C(F)(F)F)c2)CC1	10
O=C(COC(=O)c1ccccc1[N+](=O)[O-])Nc1cccnc1Cl	-35
CC(=O)c1cc2c(cc1NC(=O)CN1CCC(Cc3ccccc3)CC1)OCO2	5
COc1cccc(S(=O)(=O)N2CCCCN3[C@H](C2)[C@H](c2ccc(C#CCC(C)C)cc2)[C@@H]3CO)c1	7[25 µM]
COc1cc(N)c(Cl)cc1C(=O)CCC1CCN(CCNS(C)(=O)=O)CC1	2[25 µM]
O=C(CCN1C(=O)c2ccccc2S1(=O)=O)Nc1cccc2ccccc12	-2
Cc1onc(-c2ccccc2)c1C(=O)N1CCOCC1	7
CCNC(=O)c1c(C)[nH]c(C(=O)OCC)c1C	3
O=C(Cc1ccc(S(=O)(=O)N2CCOCC2)s1)Nc1nc2c(s1)CCCC2	-6
COc1ccc2c3c([nH]c2c1)[C@@H](CO)NCC31CCN(Cc2ccc(F)cc2)CC1	4[25 µM]
O=S(=O)(c1cccc(-c2cn3ccccc3n2)c1)N1CCCC1	-8
C[C@@H]1CN([C@@H](C)CO)C(=O)c2cc(NC(=O)CCN3CCOCC3)ccc2O[C@H]1CN(C)Cc1ccc(C(F)(F)F)cc1	-12[25 µM]
O=C(NCc1ccccc1)C1CCN(S(=O)(=O)N2CCCCCC2)CC1	2
CO[C@H]1CN(C)C(=O)c2cc(NC(=O)C3CCC3)ccc2OC[C@H](C)N(Cc2nccs2)C[C@H]1C	6
O=C(c1ccccc1)N1C[C@H]2[C@@H](c3ccccc31)[C@@H](CO)N2Cc1ccccn1	-6[25 µM]
COc1ccc(-c2nn(-c3ccccc3)cc2C(=O)NC(=S)N2CCOCC2)cc1OC	-36
C[C@@H]1CN([C@@H](C)CO)C(=O)CCCn2cc(nn2)CO[C@H]1CN(C)C(=O)CCC(F)(F)F	4[25 µM]
COc1ccc(-c2ccccc2[C@H]2[C@@H](C#N)N(C(=O)NC3CCCCC3)[C@H]2CO)cc1	12[25 µM]
CN(C)C(CNc1ncccn1)c1ccccc1 (configuration not stated)	2
Cc1ccc(C(=O)N2CCN(C)CC2)cc1S(=O)(=O)N1CCCCCC1	-2
CCCNC(=O)NC[C@H]1[C@H](c2ccc(C3=CCCC3)cc2)[C@@H](CO)N1C(C)=O	2
CCOC(=O)C1CCN(C(=O)CCC2CCCC2)CC1	-4
COc1ccc(N(C(C)=O)S(=O)(=O)c2cccc3cccnc23)cc1	7

Source: PubChem (Broad Institute)
